High-throughput results deposited in PubChem by Southern Research Specialized Biocontainment Screening Center.
M. tuberculosis – growth inhibition of non-replicating M. tuberculosis (AID 488890); one-dose inhibition, % at 25 µM; IC50 in µM for titrated hits; 0.39% of 320,000 active; Mycobacterium tuberculosis non-replicating, growth inhibition; higher % means a stronger effect; in the data active = a potency from the dose series; inconclusive = inhibition mostly from about 82% at the one dose, without a potency; inactive = the rest, 99 in 100 with inhibition below about 76%;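 note: plate controls were DMSO cells for no effect and high antibiotic wells for full effect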
H1N1 NS1A inhibition – H1N1 influenza NS1A inhibitors, functional cell based assay (AID 504329); one-dose inhibition, % at 12.5 µM; IC50 in µM for titrated hits; NS1A functional cell-based assay, percent inhibition; higher % means a stronger effect; 0.3% of 340,000 active; in the data active = a potency from the dose series; inconclusive = inhibition above about 27% without an active follow-up result; note: strong numbers were not always called active
inhibitors of VEEV – inhibitors of VEEV TC-83 cytopathic effect, confirmation, Vero cells (AID 588727) | Vero cells, VEEV TC-83 cytopathic effect inhibition; higher % means a stronger effect | 0.13% of 350,000 active | one-dose inhibition, % at 20 µM; IC50 in µM for titrated hits; in the data active = a potency from the dose series; inconclusive = inhibition mostly from about 14% at the one dose, without a potency; inactive = the rest, 99 in 100 with inhibition below about 12%; note: strong numbers were not always called active
Salmonella PhoP GFP – PhoP regulon inhibitors, Salmonella typhi PhoP promoter GFP reporter, confirmatory (AID 1850). Salmonella Typhi PhoP-promoter GFP reporter, fluorescence, 4 h; higher % means a stronger effect. one-dose inhibition, % at 50 µM; IC50 in µM for titrated hits. 0.33% of 310,000 active; in the data active = a potency from the dose series; inconclusive = inhibition mostly from about 25% at the one dose, without a potency; inactive = the rest, 99 in 100 with inhibition below about 19%;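 note: 0% = induced wells with vehicle and 100% = uninduced wells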
H37Rv inhibition – M. tuberculosis growth inhibition, HTS (AID 449762); inhibition, % at 25 µM, or IC50 in µM where a hit was titrated; 0.59% of 330,000 active; M. tuberculosis H37Rv growth inhibition, 7H9 media; higher % means a stronger effect; in the data active = a potency from the dose series; inconclusive = inhibition above about 70% without an active follow-up result;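 note: bacterial growth assessed after seven days of incubation; strong numbers were not always called active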
inhibitors of VEEV 10K pilot screen – second read-out of inhibitors of VEEV, no call of its own (marks repeat the call); inhibition, %; measured here: 10K pilot screen inhibition
Starred values were filed as active, the others as inactive; i = inactive; ? = inconclusive; · = no result given; & = joins results of further samples.

SMILES	M. tuberculosis	H1N1 NS1A inhibition	inhibitors of VEEV	Salmonella PhoP GFP	H37Rv inhibition	others
COc1cccc(/C=C/C(=O)NNC(=O)c2ccncc2)c1OC	-8%	-10%	i	·	-4%
CC1Nc2ccccc2C(=O)N1NS(=O)(=O)c1ccccc1 (stereo unspecified)	-20%	-6%	8.9%	3%	-2%
Cc1ccc(N(CC(=O)Nc2ccc3c(c2)OCCO3)S(C)(=O)=O)cc1	12%	-5%	0.7%	3%	3%
CC(C)[C@H](NC(=O)c1ccccc1)C(=O)OCC(=O)NCc1ccc2c(c1)OCO2	3%	-3%	0.2%	·	2%
CCOC(=O)c1ccc(N2NC(=O)/C(=C/c3ccc(OC(=O)c4ccco4)c(OC)c3)C2=O)cc1	?	·	·	3%	?
COC(=O)c1ccc(CN2CCC(CO)(CCOc3ccccc3)CC2)cc1	10%	0%	0.0%	2%	-2%
CC(=O)Nc1cc(Br)ccc1O	-2%	-6%	0.9%	4%	-3%
Clc1ccc(Cn2cccn2)cn1	-16%	-1%	i	2%	12%
Cc1nc(C(=O)N(C)C)nn1-c1ccc([N+](=O)[O-])cc1	-4%	-4%	0.2%	18%	2%
CCOC(=O)c1cccc(Nc2ncnc3ccccc23)c1	40%	-7%	10%	-9%	0%
O=C(N/N=C/C=C/c1ccccc1)c1ccc(Br)cc1	-17%	3%	1.0%	11%	?
CCOc1cc(/C=C(\C#N)C(=O)NCC2CCCO2)ccc1OCC(N)=O (stereo unspecified)	9%	4%	i	-2%	-5%
CC(=O)c1cccc(NC(=O)CSc2nc(N3CCOCC3)nc(N3CCOCC3)n2)c1	7%	-6%	2.2%	-3%	6%
Cc1ccc(C)c(S(=O)(=O)NNC(=O)c2sc(NS(=O)(=O)c3ccccc3)nc2C)c1	6%	4%	i	-10%	20%
CCn1c(=O)c(=O)[nH]c2c(=O)oc3ccc(S(=O)(=O)Nc4ccc(OC)cc4)cc3c21	-18%	5%	0.2%	-10%	8%
COc1ccc(-c2cc3c(=O)n(CC(=O)NCCN4CCCC4)nc(C)n3n2)cc1	16%	-5%	1.8%	1%	-8%
COc1ccc(CN(C)C(=S)Nc2ccc(Cl)cc2Cl)cc1	12%	4%	2.3%	1%	1%
O=[N+]([O-])c1cccc(-c2ccc(C(=S)N3CCN(c4ccccc4)CC3)o2)c1	69%	·	1.1%	-11%	2%
O=C(N1CCN(Cc2ccc3c(c2)OCO3)CC1)C12CC3CC(CC(C3)C1)C2	4%	·	·	-13%	6%
CC1C(=O)N(Cc2ccccc2F)c2ccccc2N1C(=O)c1c(F)cccc1F (stereo unspecified)	9%	-4%	6.7%	-15%	-1%
C=CCOc1ccc(/C=C/C(=O)OCC(=O)NCc2cccc(OC)c2)cc1	67%	-7%	i	·	7%
O=C(O)c1ccccc1N/N=C/C1=C(N2CCOCC2)C(=C\c2ccccc2)/CC1	13%	2%	1.1%	1%	1%
CC(=O)c1cccc(NC(=O)c2ccc(S(=O)(=O)N3CCCCC3)cc2)c1	1%	-7%	1.2%	5%	-3%
COc1ccc(-n2c(Cc3cccc([N+](=O)[O-])c3)nc3ccccc3c2=O)cc1	16%	3%	0.3%	1%	-1%
Cc1ccc(CNC(=O)c2ccc3c(=O)n4c(-c5ccc(C)cc5)csc4nc3c2)cc1	-5%	-1%	i	-16%	-1%
CCOc1ccc(OCC(=O)c2c(O)c3ccccc3oc2=O)cc1	·	2%	6.5%	6%	9%
Cc1ccc(/C=C2\SC(=S)N(CCC(=O)NNS(=O)(=O)c3ccc(C)cc3)C2=O)cc1	-4%	-2%	2.1%	-8%	-6%
CC(C)N1C(=O)CCC1C(=O)N1CCCc2ccccc21 (stereo unspecified)	3%	23%	1.4%	-3%	1%
CCn1c2ccccc2c2cc(NC(=O)COC(=O)c3cc(S(N)(=O)=O)c(Cl)cc3Cl)ccc21	-6%	13%	6.5%	5%	-1%
CN(C)S(=O)(=O)c1cccc(NC(=O)c2cccc(N3C(=O)CCC3=O)c2)c1	·	-3%	2.0%	·	·
O=C(CN1CCN(c2ccccn2)CC1)Nc1cc(F)ccc1F	-6%	-9%	i	15%	7%
C[n+]1cc(-c2ccccc2)n2c1CCCCC2	23%	2%	i	-9%	5%
CCCC(=O)Nc1cc(Cl)ccc1N1CCN(C(=O)CC)CC1	-7%	7%	1.4%	-5%	4%
CC(Oc1ccc2oc(-c3ccccc3)c(C(=O)O)c2c1)C(=O)O (stereo unspecified)	6%	-12%	2.7%	2%	0%
Cc1cccn2cc(CNC(=O)C3CCCCC3)nc12	2%	3%	0.1%	-3%	-10%
CSc1ccccc1OCc1cc(C(=O)N2CCN(Cc3nccn3C)CC2)no1	10%	5%	6.9%	-1%	4%
COc1ccc(N=C2SC(C(=O)Nc3ccc4c(c3)OCO4)CC(=O)N2C)cc1 (stereo unspecified)	21%	8%&14%	5.2%&4.4%	1%	4%
COc1ccc(-c2noc(-c3cc(C)cc(C)c3)n2)cc1OC	-4%	30%	3.5%	·	-5%
O=C(CNCc1ccccc1Cl)Nc1ccc2c(c1)OCCO2	20%	-12%	1.1%	15%	1%
O=C(COC(=O)c1ccccn1)c1ccc(Br)cc1	31%	13%	2.1%	-14%	0%
CCOc1ccc(NC(=O)CSc2nc3ccccc3nc2N2CCCC2)cc1	-8%	-63%	1.8%	-11%	-3%
CCc1ccccc1OCC(=O)Nc1ccc(N2CCCC2)cc1C	·	4%	4.3%	·	·
CC1CCN(C(=O)c2nc[nH]c2C(=O)N2CCC(C)CC2)CC1	-13%	-4%	1.2%	·	-15%
Cc1ccc(-c2n[nH]c(=O)c3ccccc23)cc1S(=O)(=O)N(C)C	2%	-7%	1.2%	-10%	0%
CC(C)CCc1noc(CN2CCC(C(=O)N3CCOCC3)CC2)n1	-5%	0%	1.0%	-14%	-2%
CCCCCn1c(=O)c(C(=O)Nc2ccccn2)c(O)c2ccccc21	69%	-7%	i	4%	-1%
O=C(N/C(=C\c1ccccc1)C(=O)N1CCCCCC1)c1ccccc1	14%	0%	1.0%	-3%	-8%
COc1ccc(NC(=O)C(C)N2C(=O)C3CC=C(Cl)CC3C2=O)cc1 (stereo unspecified)	-10%	-6%	1.7%	-2%	6%
COc1ccc(NC(=O)CN(C)C2CCCCC2)c([N+](=O)[O-])c1	53%	13%	i	-3%	8%
Cc1ccc(NC(=O)COC(=O)c2oc3ccccc3c2C)cc1S(=O)(=O)N1CCOCC1	·	-4%	9.0%	·	·

As a working copy, some entries already given:
SMILES	M. tuberculosis	H1N1 NS1A inhibition	inhibitors of VEEV	Salmonella PhoP GFP	H37Rv inhibition	others
CCOc1ccc(NC(=O)CSc2nc3ccccc3nc2N2CCCC2)cc1	-8%	-63%	1.8%	-11%	-3%
CCc1ccccc1OCC(=O)Nc1ccc(N2CCCC2)cc1C	·	4%	4.3%	·	·

The list goes on:
SMILES	M. tuberculosis	H1N1 NS1A inhibition	inhibitors of VEEV	Salmonella PhoP GFP	H37Rv inhibition	others
CCOC(=O)C1CCN(C(=O)CSc2nnc(-c3ccco3)n2-c2ccccc2)CC1	-4%	-2%	i	-7%	1%
CCCCNC(=O)N(CC)c1c(N)n(Cc2ccccc2)c(=O)[nH]c1=O	-10%	-7%	0.9%	21%	6%
O=C(Nc1cnccn1)c1csc2ccccc12	-4%	-2%	4.7%	-9%	-5%	inhibitors of VEEV 10K pilot screen=5.5
CN(Cc1cnn(C)c1)Cc1nc(COc2ccccc2)no1	12%	-5%	1.0%	-4%	3%
Cc1nnc(SCC(=O)c2cc(C)n(C3CC3)c2C)s1	20%	3%	6.3%	-8%	-2%
CCCCn1c(N)c(N(CC(C)C)C(=O)C2CCN(S(=O)(=O)c3ccccc3)CC2)c(=O)[nH]c1=O	-12%	-6%	7.9%	5%	-5%
CC(/C=C\c1cccnc1)=C/C(=O)O	-11%&3%	-5%&6%	1.6%&0.1%	20%&-25%	-1%&3%
CC[C@@H](C)[C@H](NC(=O)CNC(=O)Cc1c(C)c2c(cc(C)c3c(C)coc32)oc1=O)C(=O)O	-8%	-14%	i	9%	1%
Cc1nnsc1C(=O)N(Cc1ccccc1)C(C)C	-8%	-17%	3.1%	8%	-3%
CCC1CCCCN1CCCNC(=O)CN1C(=O)c2cccnc2Oc2ccc(Cl)cc21 (stereo unspecified)	-8%	3%	i	4%	1%
Cc1ccccc1-c1nn2c(-c3ccccc3)nnc2s1	45%	4%	8.2%	2%	50%
Cc1cc(C)c(C)c(S(=O)(=O)NC2CCN(Cc3ccccc3)CC2)c1C	48%	5%	i	10%	6%
CCCNC(=O)c1ccccc1NC(=O)c1ccccc1N(C)S(C)(=O)=O	-1%	-4%	0.1%	7%	0%
O=c1[nH]c(=O)n(-c2cccc3ccccc23)c(O)c1C=NCc1ccc2c(c1)OCO2	11%	0%	3.6%	-8%	-9%
C[C@@H]1COC(=O)[C@@H](Cc2ccc(F)cc2)C/C=C\C[C@@H](CC(=O)NCCO)C(=O)N1	-5%	2%	i	·	-11%
Cc1ccc(S(=O)(=O)N2CCC(C(=O)N[C@@H](Cc3ccccc3)C(=O)O)CC2)cc1	-8%	-4%	i	-10%	-24%
CCOC(=O)c1c(NC(=O)CN2C(=O)NC(C)(c3ccccc3)C2=O)sc(C)c1C (stereo unspecified)	19%	15%	3.0%	-5%	-9%
O=C(c1c[nH]c(C(=O)C(Cl)(Cl)Cl)c1)c1ccc(F)cc1Cl	79%	-1%	6.7%	3%	?
O=C(CCC1CCCN(C(=O)CCN2CCCCC2=O)C1)NCc1ccccc1F (stereo unspecified)	2%	-10%	i	-7%	3%	inhibitors of VEEV 10K pilot screen=0.4
O=C(Nn1cnnc1)c1ccc(F)c(S(=O)(=O)N2CCCCC2)c1	-4%	-4%	0.5%	-7%	1%
CCOC(=O)C(C#N)=CN1CCNc2ccccc21	·	-11%	3.2%	·	·
CC(C(=O)N1CCOCC1)n1cc([N+](=O)[O-])cn1 (stereo unspecified)	-1%	11%	1.6%	-2%	-7%
O=C(Cc1ccccc1)NCCSCc1ccc(Cl)cc1	73%	-7%	i	9%	2%	inhibitors of VEEV 10K pilot screen=1.2
C=C1C(=O)OC2C=C(CO)CCC=C(CO)CC(OC(=O)C(C)C)C12 (stereo unspecified)	·	-2%	13%	·	·
CC(Sc1ccc(S(=O)(=O)N2CCN(C)CC2)cn1)C(=O)NC1CCCCC1 (stereo unspecified)	9%	-6%	1.8%	·	-7%
COc1ccc(CN2Cc3cccc4c3[C@@H](CC2=O)[C@H](O)[C@H](O)C4)cc1	-2%	7%	0.3%	·	-5%
COc1ccc(/C(C)=N/NC(=O)CNC(=O)c2cccs2)cc1	3%	-9%	1.6%	6%	-2%
CCCC(=O)Nc1cc2c3c(c1)CCN3C(=O)CC2	-8%	7%	2.6%	4%	-1%
COc1ccc(-c2csc(NC(=O)Cc3ccccc3)n2)cc1OC	30%	-5%	4.4%	4%	0%
CC(=O)C(CC(=O)N1CCCc2ccccc21)C(=O)Nc1ccc(F)cc1 (stereo unspecified)	10%	2%	2.7%	5%	1%
C=CCSc1nnc2c(n1)OC(C)=Nc1ccc(Br)cc1-2	·	4%	2.5%	21%	2%
Cc1ccc(-c2nn(C)c(=O)c3ccccc23)cc1CNC(=O)NC1CCCCC1	-1%	3%	5.7%	-6%	-13%
Fc1ccc(OCCn2cnc(Cl)c2Cl)cc1	13%	-5%	0.2%	4%	-2%
Cc1ccc2sc(N(CCCN(C)C)C(=O)CN3C(=O)c4ccccc4C3=O)nc2c1C	6%	8%	0.8%	10%	-11%
CCOc1ccc(NC(=S)NC(=O)/C=C/c2ccc(Br)cc2)c([N+](=O)[O-])c1	8%	-5%	i	-15%	3%
O=C(NC1CCS(=O)(=O)C1)c1ccc(N2CCCCC2)c([N+](=O)[O-])c1 (stereo unspecified)	-10%	-9%	2.0%	-5%	-4%

Five compounds already listed, arranged by number of heavy atoms, lowest first.
SMILES	M. tuberculosis	H1N1 NS1A inhibition	inhibitors of VEEV	Salmonella PhoP GFP	H37Rv inhibition	others
Fc1ccc(OCCn2cnc(Cl)c2Cl)cc1	13%	-5%	0.2%	4%	-2%
O=C(NC1CCS(=O)(=O)C1)c1ccc(N2CCCCC2)c([N+](=O)[O-])c1 (stereo unspecified)	-10%	-9%	2.0%	-5%	-4%
CCOc1ccc(NC(=S)NC(=O)/C=C/c2ccc(Br)cc2)c([N+](=O)[O-])c1	8%	-5%	i	-15%	3%
Cc1ccc(-c2nn(C)c(=O)c3ccccc23)cc1CNC(=O)NC1CCCCC1	-1%	3%	5.7%	-6%	-13%
Cc1ccc2sc(N(CCCN(C)C)C(=O)CN3C(=O)c4ccccc4C3=O)nc2c1C	6%	8%	0.8%	10%	-11%

This is a random part of the collection; overall some 1.5% were active at least once.
